# M5 antag – blocks acetylcholine activation of human M5 receptor; CHO-hM5 cells, Fluo-8 calcium fluorescence, ACh EC80; AID 624040; inhibition, % at 3 µM; 0.59% of 360,000 active; P08912;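 active = inhibition above a per-plate cutoff, the mean of that plate's test compounds plus 3 SD, cut at about 27% in these data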;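 also: 0% = acetylcholine EC80 with DMSO and 100% = DMSO without agonist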
# Target sequence (P08912 whole entry, looked up): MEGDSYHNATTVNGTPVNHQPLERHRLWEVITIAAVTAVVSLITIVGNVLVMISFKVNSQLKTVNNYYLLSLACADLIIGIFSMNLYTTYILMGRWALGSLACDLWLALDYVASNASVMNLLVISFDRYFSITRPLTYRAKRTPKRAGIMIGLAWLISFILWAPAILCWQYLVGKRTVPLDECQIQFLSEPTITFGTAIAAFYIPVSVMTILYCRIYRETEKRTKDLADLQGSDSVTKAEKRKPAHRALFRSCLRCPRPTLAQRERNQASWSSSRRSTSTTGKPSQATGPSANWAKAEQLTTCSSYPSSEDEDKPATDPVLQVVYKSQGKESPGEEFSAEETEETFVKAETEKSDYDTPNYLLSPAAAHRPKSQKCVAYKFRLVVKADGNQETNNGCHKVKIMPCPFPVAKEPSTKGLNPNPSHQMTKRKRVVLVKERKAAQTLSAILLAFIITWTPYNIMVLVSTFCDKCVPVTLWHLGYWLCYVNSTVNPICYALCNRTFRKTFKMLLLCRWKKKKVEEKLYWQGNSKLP
# CRFR2-BP antag – blocks CRF-induced signaling of the CRF-BP/CRF-R2 complex; HEK293 CRF-R2/CRF-BP, CRF-induced calcium fluorescence; AID 588475; inhibition, % at 11.8 µM; 0.59% of 350,000 active;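 active = inhibition of the ligand-induced calcium signal above about 50% at the single tested concentration, limit read from the data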
# CHO-K1 Ca PAM – M1 PAM counterscreen hit in parental CHO-K1 cells; 0.02% of 360,000 active; AID 602247; activation, % at 3 µM; ATP EC20, Fluo-8 calcium fluorescence; 0% at ATP EC20, 100% at ATP max;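 active = activation above the run cutoff, the mean activation of all test compounds plus 3 SD, cut at about 40% in these data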;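 also: peak over basal fluorescence ratio in a 140 s read after ATP addition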
# TAAR1 agonist – human TAAR1 agonism; CHO RD-HGA16 TAAR1, Fluo-8 calcium fluorescence; vehicle wells 0%, saturating PEA agonist 100%; activation, % at 3 µM; AID 624467; 0.99% of 360,000 active; Q96RJ0;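 active = activation above the mean activation of all test compounds in the run plus 3 SD, cut at about 38% in these data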
#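 Repeats: no replicates (n 1) | Material: CHO-derived RD-HGA16 cells with stable Gα16 and human TAAR1 | Technique: Kinetic Fluo-8 calcium fluorescence | Schedule: 17-24 h seeding, 75 min 37 °C dye, 30 min RT | Evaluation: % activation from peak over basal fluorescence ratio, DMSO-to-PEA scaled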
# CRFR2-BP ag – CRF-BP/CRF-R2 complex agonism. activation, % at 13.2 µM. AID 588473. 0.46% of 350,000 active. HEK293 CRF-R2/CRF-BP, calcium dye fluorescence (FLIPR); percent of saturating CRF peptide response;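 active = activation of at least 50%, plus an integration ratio under a set limit after plate pattern correction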;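 also: plate controls were neutral control wells without compound for no effect and CRF at EC100 for full effect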
# TAAR1 antag – antagonists of human TAAR1 | CHO RD-HGA16 TAAR1, Fluo-8 calcium fluorescence, antagonist | Q96RJ0 | inhibition, % at 3 µM | 1.5% of 360,000 active | AID 624466;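 active = inhibition above a per-plate cutoff, the mean inhibition of test compounds on that plate plus 3 SD, cut at about 49% in these data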;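 also: 0% = DMSO plus EC80 beta-PEA response and 100% = DMSO alone without agonist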
#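 Test system: hTAAR1-expressing CHO RD-HGA16 cells, Gα16-coupled; Probe or stimulus: EC80 β-phenethylamine stimulus; Compound dosing: single nominal final test compound concentration of 3 µM; Timing: 140 s kinetic read after compound, 140 s after agonist; Signal: Fluo-8 calcium-sensitive fluorescence; Measure: % inhibition of agonist calcium response; Controls: DMSO and EC80 PEA controls.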
# M4 PAM – potentiates acetylcholine response at human M4 receptor; activation, % at 3 µM; CHO-K1 hM4/Gqi5, Fluo-8 calcium fluorescence, ACh EC20; 0% = ACh EC20, 100% = maximal ACh; AID 624126; 0.4% of 360,000 active; P08173;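 active = activation above its plate's cutoff, the mean activation of sample wells plus 3 SD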; also: some results filed as inactive read as strong as hits
# Target sequence (P08173 whole entry, looked up): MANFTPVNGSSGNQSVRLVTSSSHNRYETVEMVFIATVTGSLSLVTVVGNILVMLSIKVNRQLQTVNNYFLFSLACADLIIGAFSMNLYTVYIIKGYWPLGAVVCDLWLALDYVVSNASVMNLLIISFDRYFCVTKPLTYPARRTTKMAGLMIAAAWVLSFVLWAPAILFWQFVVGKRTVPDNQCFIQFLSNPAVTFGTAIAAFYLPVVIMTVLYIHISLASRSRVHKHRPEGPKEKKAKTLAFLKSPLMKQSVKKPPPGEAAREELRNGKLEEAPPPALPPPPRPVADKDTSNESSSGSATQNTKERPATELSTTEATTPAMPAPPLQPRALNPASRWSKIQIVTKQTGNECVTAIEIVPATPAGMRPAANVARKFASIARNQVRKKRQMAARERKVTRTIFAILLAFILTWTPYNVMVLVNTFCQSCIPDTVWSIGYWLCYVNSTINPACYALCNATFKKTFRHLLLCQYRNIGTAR
# CHRM5 agonist – agonists of human muscarinic M5 receptor (CHRM5) | activation, % at 3 µM | 0.19% of 360,000 active | P08912 | CHO-K1 hM5 cells, Fluo-8 calcium fluorescence; 0% DMSO wells, 100% maximal acetylcholine response | AID 624037;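 active = activation above the run's mean over test compounds plus 3 SD, cut at about 23% in these data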;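 also: signal is peak over basal fluorescence ratio across the kinetic read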
# CHRM5 PAM – CHRM5 positive allosteric modulation. P08912. CHO-K1 hM5, Fluo-8 calcium, ACh EC20 PAM; 0% = ACh EC20, 100% = ACh EC100. activation, % at 3 µM. 0.3% of 360,000 active;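 active = activation above the run cutoff, the mean activation of all test compounds plus 3 SD, cut at about 18% in these data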
#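 Test system: CHO-K1 hM5 cells / Doses: single-point, 3 µM nominal / Times: Post-acetylcholine fluorescence recording 140 s / Technique: Fluo-8 calcium fluorescence / Measure: Max/basal fluorescence ratio as % of EC20–EC100 ACh window / Benchmarks: low control EC20 acetylcholine (0%), high control EC100 acetylcholine (100%) / Replicates: one well per compound, no replicates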
# Active calls of the source: *; x = no result given.
# Order of results: M5 antag, CRFR2-BP antag, CHO-K1 Ca PAM, TAAR1 agonist, CRFR2-BP ag, TAAR1 antag, M4 PAM, CHRM5 agonist, CHRM5 PAM
1) CNS(=O)(=O)c1ccc(C(=O)NCC(=O)NCCC(c2ccccc2)c2ccccc2)cc1
    8, -12, 16, 1, 0.3, -9, 12, -3, -3
2) O=C(c1ccc2ccccc2c1)C1CCCN(C(=O)c2cnccn2)C1 (stereo unspecified)
    19, -2, -3, 0, -1.5, -18, -3, -3, -12
3) COc1cccc(CN2C(=O)Nc3ccccc3C(=O)N2C(C)(C)C)c1
    -1, -6, 16, 4, -0.9, -31, 2, -2, 4
4) Oc1ccc(N=Nc2cccc(C(F)(F)F)c2)cc1C=Nc1ccc(N2CCOCC2)cc1
    2, 28, 6, 1, -2.3, -3, 5, 0, -1
5) Cc1cc2ncc(-c3ccc(Cl)cc3)c(N)n2n1
    -3, 3, 23, -3, -2.2, -1, -3, -4, 0
6) Cc1nn(C(C)C(=O)O)c2ccccc12 (stereo unspecified)
    -5, -1, -10, 10, -0.6, -1, 8, 4, 4
7) CC(=O)N1c2ccccc2N(Cc2ccc(C)cc2C)C(=O)C1(C)C
    -2, 4, 7, 10, -0.5, -11, -6, -6, -4
8) CCOC(=O)[C@]12CCCC=C1N(Cc1ccc(Cl)cc1Cl)C(=O)[C@H](CC(=O)NCc1cccc3ccccc13)C2
    1, x, 18, -1, x, -3, -5, 3, -2
9) CN(C(=O)c1ccc(S(=O)(=O)c2cccc(Cl)c2)c([N+](=O)[O-])c1)C1CCCCC1
    17, -38, 0, 5, 2.5, -25, -19, 6, -13
10) NC(=O)NC(c1ccccc1)c1ccccc1F (stereo unspecified)
    10, -2, 6, 5, 0.1, 6, 9, 0, -4

# A second format for part of the listing above:
2: O=C(c1ccc2ccccc2c1)C1CCCN(C(=O)c2cnccn2)C1 (stereo unspecified)
3: COc1cccc(CN2C(=O)Nc3ccccc3C(=O)N2C(C)(C)C)c1
4: Oc1ccc(N=Nc2cccc(C(F)(F)F)c2)cc1C=Nc1ccc(N2CCOCC2)cc1
5: Cc1cc2ncc(-c3ccc(Cl)cc3)c(N)n2n1
6: Cc1nn(C(C)C(=O)O)c2ccccc12 (stereo unspecified)
7: CC(=O)N1c2ccccc2N(Cc2ccc(C)cc2C)C(=O)C1(C)C
8: CCOC(=O)[C@]12CCCC=C1N(Cc1ccc(Cl)cc1Cl)C(=O)[C@H](CC(=O)NCc1cccc3ccccc13)C2

Screen / compound no. | 2 | 3 | 4 | 5 | 6 | 7 | 8
M5 antag | 19 | -1 | 2 | -3 | -5 | -2 | 1
CRFR2-BP antag | -2 | -6 | 28 | 3 | -1 | 4 | x
CHO-K1 Ca PAM | -3 | 16 | 6 | 23 | -10 | 7 | 18
TAAR1 agonist | 0 | 4 | 1 | -3 | 10 | 10 | -1
CRFR2-BP ag | -1.5 | -0.9 | -2.3 | -2.2 | -0.6 | -0.5 | x
TAAR1 antag | -18 | -31 | -3 | -1 | -1 | -11 | -3
M4 PAM | -3 | 2 | 5 | -3 | 8 | -6 | -5
CHRM5 agonist | -3 | -2 | 0 | -4 | 4 | -6 | 3
CHRM5 PAM | -12 | 4 | -1 | 0 | 4 | -4 | -2

9: CN(C(=O)c1ccc(S(=O)(=O)c2cccc(Cl)c2)c([N+](=O)[O-])c1)C1CCCCC1
10: NC(=O)NC(c1ccccc1)c1ccccc1F (stereo unspecified)

Screen / compound no. | 9 | 10
M5 antag | 17 | 10
CRFR2-BP antag | -38 | -2
CHO-K1 Ca PAM | 0 | 6
TAAR1 agonist | 5 | 5
CRFR2-BP ag | 2.5 | 0.1
TAAR1 antag | -25 | 6
M4 PAM | -19 | 9
CHRM5 agonist | 6 | 0
CHRM5 PAM | -13 | -4

# Other structures.
# Order of results: M5 antag, CRFR2-BP antag, CHO-K1 Ca PAM, TAAR1 agonist, CRFR2-BP ag, TAAR1 antag, M4 PAM, CHRM5 agonist, CHRM5 PAM
11) CCN(Cc1ccncc1)C(=O)c1cc(COc2c(F)cccc2F)on1
    -4, 4, 19, 0, 0.5, -3, 0, 2, 0
12) CC(C)n1nc(C(=O)NC2CCCCCC2)c2ccccc2c1=O
    -8, -3, 16, 4, -0.8, -19, 17, -1, 14
13) CC(C)c1ccc(/C=N\NC(=O)c2ccc(Cn3cccn3)o2)cc1
    -2, -23, 20, 1, -1.2, 5, 3, -1, 1
14) COc1ccc(NC(=O)COC(=O)COc2ccc(Br)cc2)cc1
    9, 6, 10, 3, -0.9, -2, -8, -4, -1
15) O=C(NC1CCCCC1)C(c1ccc(O)cc1)N(CC1CCCO1)C(=O)C1COc2ccccc2O1 (stereo unspecified)
    0, 7, 15, 6, 1.0, 10, 5, -3, -3
16) COc1ccccc1C(CC(=O)Nc1ccccc1C)c1ccc(OC(C)C)cc1 (stereo unspecified)
    12, 10, 19, -1, 1.4, -12, 2, -2, -5
17) CCOCc1nnc(NC(=O)COC)s1
    0, 3, -1, 5, -0.3, 1, 1, 2, -2
18) CCN1CC2CCCC3(C1)C(=O)NC1(CCCCC1)N=C23 (stereo unspecified)
    -3, 0, 15, 8, -1.3, 2, -1, 0, 2
19) CN(C)c1ccc(C2Nc3ccccc3C(=O)N2CCN2CCNC2=O)cc1 (stereo unspecified)
    4, -5, 8, 1, 0.7, -21, -5, 3, 3
20) C=Cc1ccc(Cn2c(C)c(C(=O)NCc3ccc(C#N)cc3)sc2=O)cc1
    0, x, 34, 19, x, 36, -16, 5, -12
21) COc1cc(OC)cc(C(=O)N(Cc2ccco2)c2c(N)n(Cc3ccccc3)c(=O)[nH]c2=O)c1
    -10, -2, 15, 6, -1.0, -21, 5, 3, 16
22) COc1ccc(CCNC(=O)Cc2cc(OCc3ccccc3)c(OC)cc2[N+](=O)[O-])cc1OC
    -4, 3, 13, 5, -0.3, -3, 10, -3, 3
23) CN1C(=O)[C@H]2[C@@H](c3ccc(C(F)(F)F)cc3)N[C@]3(CCCN(Cc4ccco4)C3=O)[C@H]2C1=O
    0, 10, 19, 0, 0.7, -37, 3, -1, 4
24) Cc1cc(C)cc(NC(=O)C2CC3CCC2C3)c1 (stereo unspecified)
    4, -5, 2, 8, 0.6, -4, -5, -6, -1
25) COC(=O)c1sccc1NC(=O)CCC1CCCC1
    -5, 4, 11, 23, -1.7, 16, 3, -6, -1
26) CN1CCCC(OC(=O)c2ccc(C#N)cc2)C1 (stereo unspecified)
    5, 11, 17, -1, -1.4, 5, -1, -3, 0
27) CC(C)(C)c1ccc(Oc2ccc(NC(=O)c3cccs3)cn2)cc1
    12, -18, -9, 4, 4.9, 16, -8, 3, -5
28) CN(C)S(=O)(=O)c1cc(NC(=O)COC(=O)C2COc3ccccc3O2)ccc1Cl (stereo unspecified)
    14, 11, -23, 5, 0.0, -5, -17, -1, -2
29) O=C(NC1CCSC1=O)c1ccc(Oc2cccc(C(F)(F)F)c2)nc1 (stereo unspecified)
    1, -2, 16, 8, 1.3, 4, 6, 3, 6
30) O=S(=O)(c1ccc2c(c1)OCCO2)N1CCN(c2ncnc3sccc23)CC1
    24, 23, 4, 10, 0.2, 13, -10, 5, -13
31) Cc1ccc(/C=N/NC(=O)CNC(=O)COc2ccc(Cl)cc2)o1
    3, 0, 7, 5, -0.6, 16, 0, 0, 1
32) NCCC(=O)N1c2ccccc2Sc2ccc(Cl)cc21
    61*, -17, 10, 2, 32, -3, -14, -20, -33
33) COc1ccc(Cl)cc1NC(=O)CN1CCN(S(=O)(=O)N2CCCCC2)CC1
    10, 11, -4, -1, -0.8, -3, 4, -3, 1
34) CCOC(=O)c1ccc(NC(=O)CN2C(=O)CNC2=O)cc1
    2, -2, 28, 2, 0.0, 28, 21, -4, -4
35) CCN(CC)S(=O)(=O)c1ccc(C(=O)NCC(=O)NC2CC2)cc1
    5, 3, 6, 1, -1.1, 12, -5, -1, -1
36) O=c1[nH]c(CN(CCc2ccccc2)S(=O)(=O)c2ccc(Cl)cc2)nc2ccccc12
    2, -63, 20, 79*, 8.2, 73*, 9, -1, 1
37) CCOc1ccccc1N1CC(C(=O)NCCC2=CCCCC2)CC1=O (stereo unspecified)
    1, -3, 22, 0, -1.0, -2, 9, -5, 4
38) CN(C)CCNC(=O)c1ccccc1-c1cc2ccccc2c(=O)o1
    2, 3, 7, 4, 3.6, -2, 5, -6, -2
39) COc1cc(CC(=O)NCCCc2ccccc2)cc(OC)c1OC
    -7, 1, 5, 1, -0.1, -28, -3, 1, 12
40) COc1ccc(C(=O)N2CCN(c3ccc(F)cc3)CC2)cc1S(=O)(=O)NC1CC1
    -1, -6, 20, 2, 0.2, 9, -2, 0, 2
41) CCN(CC)S(=O)(=O)c1ccc(OC)c(NC(=O)CC2CCCC2)c1
    2, -3, 7, 8, 0.8, -11, -5, 0, -2
42) Cc1ccc(N2C(=O)Cc3ccccc3C2=O)cc1
    -3, 2, 8, -1, -0.6, 0, 4, -3, -1
43) CCOc1ccc(C2=C(C=Nc3c(C)n(C)n(-c4ccccc4)c3=O)C(c3ccc(F)cc3)c3ccccc3O2)cc1 (stereo unspecified)
    8, 5, 6, x, 1.2, x, -5, -6, -9
44) CN(C)c1ccc(C(CNS(=O)(=O)c2ccc(F)cc2)c2c[nH]c3ccccc23)cc1 (stereo unspecified)
    1, 25, 16, 0, 5.4, 10, 4, -2, 1
45) O=C(CS(=O)c1cccc(Cl)c1)Nc1ccccc1Cl (stereo unspecified)
    -2, 6, 11, 7, -0.1, 1, 1, -2, 1
46) Cc1ccc(N2CN=C(c3ccccc3)NC2=S)cc1
    -4, -3, 9, 3, 0.0, -6, 22, 1, 5
47) COc1ccc(S(=O)(=O)N2CCN(C(=O)c3cc(C)oc3C)CC2)cc1OC
    9, 4, 9, 0, 2.5, 6, 6, -1, 3
48) COc1cc(OC)c(C(=O)NCCCN2CCOCC2)cc1OC
    2, 11, 5, 1, -2.0, -8, 0, -2, -1
49) O=C1C=C(c2cccs2)CC(c2cccs2)C1n1cnc([N+](=O)[O-])c1 (stereo unspecified)
    4, -5, 13, 9, 0.0, 10, -2, -1, -9
50) CCN(C(=O)COC(=O)CCOc1cccc(C)c1)c1c(N)n(Cc2ccccc2)c(=O)[nH]c1=O
    4, 0, -2, 2, 2.0, -12, 13, -1, -2
51) COc1ccc(C)cc1NC(=O)CSc1nnc2ccc(-c3ccncc3)nn12
    1, -1, 8, 4, -3.5, -33, -16, -4, 0
52) O=C(O)c1ccc(N2C(=O)C3ON(c4ccccc4)C(c4ccccc4F)C3C2=O)cc1 (stereo unspecified)
    7, 1, -4, 8, -1.2, -6, 8, -4, -4

# Screening data: PubChem BioAssay, several laboratories
